Screening data as filed in PubChem BioAssay.
FXIa inh 1536: human FXIa protease inhibitors, primary screen, biochemical, 1536-well | inhibition, % at 5 µM | Coagulation factor XI (Homo sapiens), P03951 | purified FXIa, Boc-Glu-Ala-Arg-AMC fluorogenic substrate | 220,000 tested, 0.14% active | AID 798, 2007;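 active = inhibition of at least 40%; inactive = inhibition below 40%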;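 also: fluorescence of freed AMC excited at 355 nm; 0% = enzyme without compound and 100% = no enzyme blank; many of its hits are not listed in these tables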
thrombin 1536: human alpha-thrombin inhibitors, primary screen, counter-screen for coagulation protease inhibitor project, biochemical, 1536-well, fluorogenic AMC substrate; Prothrombin (Homo sapiens), P00734; Boc-VPR-AMC fluorogenic substrate cleavage; inhibition, % at 5 µM; 220,000 tested, 0.26% active; AID 1046, 2008;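 active = inhibition at or above 40%; inactive = inhibition below 40%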;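 also: 0% = enzyme with no compound and 100% = wells without enzyme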
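System: Human alpha-thrombin protein | Medium: pH 7.5 Tris (50 mM) with NaCl 150 mM, Tween 20 0.05% | Times: Enzyme reaction carried out at room temperature | Detection: AMC fluorescence, 355/460 nm | Evaluation: Percent inhibition scaled between no-compound controls and no-enzyme blanks | Benchmarks: Enzyme without compound as high, wells lacking enzyme as low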
PERK inhibitor: block of dimerizer-induced PERK translation repression, primary screen, PERK inhibitor project, CHO PERK-DD cells, SEAP luminescence, HTS; inhibition, % at 5.6 µM; CHO PERK-DD fusion, SEAP luminescence translation reporter; AID 1416, 2008; Eukaryotic translation initiation factor 2-alpha kinase 3 (Homo sapiens), Q9NZJ5; 220,000 tested, 0.17% active;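 active = inhibition above the mean inhibition of all tested compounds plus 3 SD, set separately per screening campaign, cut at about 2.9% in these data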;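 also: PERK kinase domain activated by AP20187 dimerizer at 100 nM; 0% = DMSO with dimerizer and 100% = rapamycin at 8.4 µM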
Furin inhibitor: human furin inhibitors, primary screen, biochemical, fluorescence intensity; P09958; purified furin, fluorogenic substrate cleavage; inhibition, % at 30 µM; 220,000 tested, 0.061% active; in the data active = inhibition above about 25%; also: inactives centre near -15
hK5 inh: human KLK5 protease inhibitors, primary screen, biochemical, 1536-well; Kallikrein-5 (Homo sapiens), Q9Y337; recombinant hK5, fluorogenic AMC substrate cleavage; inhibition, % at 5 µM; 210,000 tested, 0.59% active; AID 873, 2007;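 active = inhibition of 40% or more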;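 also: 0% = enzyme controls without compound and 100% = no-enzyme blanks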
Target sequence (Q9Y337 67-293 limits assumed): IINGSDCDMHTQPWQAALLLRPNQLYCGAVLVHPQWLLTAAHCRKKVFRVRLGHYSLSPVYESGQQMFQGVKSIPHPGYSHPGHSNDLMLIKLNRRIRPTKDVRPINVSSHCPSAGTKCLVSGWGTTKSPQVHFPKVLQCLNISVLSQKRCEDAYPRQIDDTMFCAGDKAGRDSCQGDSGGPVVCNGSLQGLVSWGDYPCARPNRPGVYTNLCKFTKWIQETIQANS
FXIIa inh: human FXIIa protease inhibitors, primary screen, biochemical, 1536-well. Coagulation factor XII (Homo sapiens), P00748. purified FXIIa, Boc-QGR-AMC fluorogenic substrate, 2 h. inhibition, % at 5 µM. 220,000 tested, 0.3% active. AID 800, 2007; in the data active = inhibition above about 40%;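 also: 0% = enzyme with no compound and 100% = blank without enzyme; many of its hits are not listed in these tables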
Target sequence (P00748 20-372 limits assumed): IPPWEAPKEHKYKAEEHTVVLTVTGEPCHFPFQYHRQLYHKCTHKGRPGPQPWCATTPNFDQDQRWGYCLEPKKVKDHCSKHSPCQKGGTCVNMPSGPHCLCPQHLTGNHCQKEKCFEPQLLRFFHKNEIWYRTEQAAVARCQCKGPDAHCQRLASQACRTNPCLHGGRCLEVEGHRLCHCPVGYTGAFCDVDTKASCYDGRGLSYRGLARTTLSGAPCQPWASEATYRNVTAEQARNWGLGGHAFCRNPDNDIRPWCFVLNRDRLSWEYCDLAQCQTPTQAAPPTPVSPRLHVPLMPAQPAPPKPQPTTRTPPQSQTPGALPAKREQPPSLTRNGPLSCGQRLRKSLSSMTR
Target sequence (P00748 373-615 limits assumed): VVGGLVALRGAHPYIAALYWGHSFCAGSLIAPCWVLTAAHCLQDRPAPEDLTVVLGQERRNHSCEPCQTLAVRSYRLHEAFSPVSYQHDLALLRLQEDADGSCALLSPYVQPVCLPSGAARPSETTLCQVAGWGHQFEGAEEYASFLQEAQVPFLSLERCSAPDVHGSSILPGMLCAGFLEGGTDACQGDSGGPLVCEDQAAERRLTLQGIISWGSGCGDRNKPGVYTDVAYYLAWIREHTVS
m-calpain inh: inhibitors of pig calpain II, primary screen, biochemical, fluorogenic peptide substrate, 1536-well; purified calpain II, 30 min; inhibition, % at 16 µM; 220,000 tested, 0.37% active;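 active = inhibition above about 50%, limit read from the data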
KCC2 mod: KCC2 cotransporter modulators, thallium flux, primary screen, cell-based, HEK293 KCC2, FluoZin-2 fluorescence, MLSMR; AID 1456, 2008; Solute carrier family 12 member 5 (Homo sapiens), Q9H2X9; KCC2 cells, thallium flux FluoZin-2 fluorescence; B-score of Tl+ flux slope (higher = more flux/activation; lower = inhibition) at 10 µM; 190,000 tested, 2.2% active;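 active = thallium flux slope and its plate-corrected score both differing from the plate sample mean at a set confidence after two filtering rounds, in either direction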;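 also: slope of fluorescence scaled to starting intensity during 10 to 20 s after thallium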
Rad51 HR inh: human RAD51 strand exchange inhibitors, primary screen, biochemical, fluorescence; DNA repair protein RAD51 homolog 1 (Homo sapiens), Q06609; hRad51 DNA strand exchange, fluorescence dequenching; inhibition, % at 10 µM; 200,000 tested, 0.085% active;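 active = inhibition above 40% at the single screening dose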;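 also: 0% = DMSO control wells and 100% = blanks with heterologous ssDNA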
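Read-out basis: percent inhibition relative to plate controls and blanks / Assay system: human Rad51 nucleoprotein filaments preassembled on unlabelled ssDNA / Timing: filaments 15 min 37 °C, then compound 30 min / Control set: per-plate controls and blanks / Technique: fluorescence dequenching at 485/520 nm / Compound: 10 µM final, single point / Also added: Fluorescein- and BHQ1-tagged 47-mer duplex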
Numbers without * were called inactive; i = inactive; x = not tested or not shown; [ ] = dose if it differs, or a comment.

#	smiles	FXIa inh 1536	thrombin 1536	PERK inhibitor	Furin inhibitor	hK5 inh	FXIIa inh	m-calpain inh	KCC2 mod	Rad51 HR inh
1	CC(C)(CSc1ccccn1)NS(=O)(=O)c1ccc(Cl)cc1	4.7	-5.5	0.4	-7.0	-17.1	13.3	-3.1	-1.5	-1.5
2	C=CCn1cccc(C(=O)Nc2cc(OC)cc(OC)c2)c1=O	6.4	-5.4	0.2	-16.2	-6.2	10.7	-9.9	-1.47	28.8
3	CCOC(=O)c1cccnc1SCC(=O)Nc1ccc(C)cc1	-0.8	-6.2	1.6	-27.1	x	3.2	30.9	0.634	x
4	Cc1nnsc1-c1nnc(SCC(=O)c2ccc(C#N)cc2)n1C1CC1	5.4	-4.0	0.9	-15.2	-5.7	5.7	7.1	0.456	13.1
5	COc1ccc(-c2nc(C(=O)O)cs2)cc1OC	-4.3	-9.0	1.0	-15.4	3.5	0.0	-26.5	-0.139	-12.7
6	CCOc1ccccc1CN1CCN(C2CCOCC2)CC1CCO (centres undefined)	1.9	-7.2	0.9	-1.8	1.6	13.8	3.3	1.02	-2.3
7	CS(=O)(=O)c1ccc(-c2cn3cc(C(=O)O)ccc3n2)cc1	-7.2	-0.5	0.1	-19.0	-16.7	2.4	i	0.192	16.5
8	COc1ccccc1C(=O)N/C(=C/c1ccc(Br)cc1)C(=O)NCC(=O)O	5.1	-0.1	1.6	-24.7[20 µM]	21.6	17.4	-9.6	-0.235	-8.5

Reprinted, entries 2 to 8
#	smiles	FXIa inh 1536	thrombin 1536	PERK inhibitor	Furin inhibitor	hK5 inh	FXIIa inh	m-calpain inh	KCC2 mod	Rad51 HR inh
2	C=CCn1cccc(C(=O)Nc2cc(OC)cc(OC)c2)c1=O	6.4	-5.4	0.2	-16.2	-6.2	10.7	-9.9	-1.47	28.8
3	CCOC(=O)c1cccnc1SCC(=O)Nc1ccc(C)cc1	-0.8	-6.2	1.6	-27.1	x	3.2	30.9	0.634	x
4	Cc1nnsc1-c1nnc(SCC(=O)c2ccc(C#N)cc2)n1C1CC1	5.4	-4.0	0.9	-15.2	-5.7	5.7	7.1	0.456	13.1
5	COc1ccc(-c2nc(C(=O)O)cs2)cc1OC	-4.3	-9.0	1.0	-15.4	3.5	0.0	-26.5	-0.139	-12.7
6	CCOc1ccccc1CN1CCN(C2CCOCC2)CC1CCO (centres undefined)	1.9	-7.2	0.9	-1.8	1.6	13.8	3.3	1.02	-2.3
7	CS(=O)(=O)c1ccc(-c2cn3cc(C(=O)O)ccc3n2)cc1	-7.2	-0.5	0.1	-19.0	-16.7	2.4	i	0.192	16.5
8	COc1ccccc1C(=O)N/C(=C/c1ccc(Br)cc1)C(=O)NCC(=O)O	5.1	-0.1	1.6	-24.7[20 µM]	21.6	17.4	-9.6	-0.235	-8.5

Further entries follow.
#	smiles	FXIa inh 1536	thrombin 1536	PERK inhibitor	Furin inhibitor	hK5 inh	FXIIa inh	m-calpain inh	KCC2 mod	Rad51 HR inh
9	CCc1ccc[n+](-c2[nH]c(=O)sc2/C=N/N=C(\N)[O-])c1	42.3*	24.7	-0.4	3.5	29.8	22.9	14.1	-0.018	13.4
10	COC(=O)N/N=C/c1c(C)cc(C)cc1C	-8.2	-18.6	0.3	-3.6	-18.8	3.5	17.8	-5.31*	-3.5
11	Cc1cc(C)n(CC(=O)N/N=C/c2ccco2)n1	-1.4	-1.2	-0.1	-11.9[20 µM]	-9.3	2.0	-18.1	-0.126	-4.6
12	O=C(CN1CCN(c2ccccn2)CC1)Nc1ccc(Oc2ccccc2)cc1	27.4	1.7	-0.8	-14.5	-6.9	56.2*	30.2	-0.95	-12.0
13	CC1(C)CC(=O)C(CCC(=O)c2ccccc2)C(C)(C)N1 (centres undefined)	0.2	-9.5	-0.1	-23.8	-22.4	11.6	-34.6	-0.471	-5.4
14	COCCN(C(=S)Nc1ccccc1C)C(C)c1cccnc1 (centres undefined)	-5.9	-8.3	0.3	-25.2	-19.1	5.7	-14.1	0.0985	-10.6
15	COC(=O)c1ccccc1NC(=S)NC(=O)COc1ccccc1	-8.4	10.5	0.6	-22.9[20 µM]	-20.7	3.5	45.7	x	-2.3
16	CC(C)(C)S(=O)(=O)c1cnc(N2CCCC2)nc1N	6.8	11.0	0.4	-3.0	26.9	14.3	11.3	0.812	-1.2
17	COc1cccc(NC(=O)c2sc(NC(=O)c3ccncc3)nc2C)c1	2.0	-4.2	1.2	-6.3	-2.1	12.2	8.0	0.462	14.2
18	CCOC(=O)C(Cc1ccc(NC(=O)/C(=C/c2ccccc2)NC(=O)c2ccccc2)cc1)N1C(=O)c2ccccc2C1=O (centres undefined)	-5.9	-8.0	-0.4	-17.0	-4.7	-1.5	-75.1	x	-2.4
19	COc1ccc(CCN(C(=O)C(F)(F)F)C(C(=O)NC2CCCC2)c2cccs2)cc1 (centres undefined)	12.8	2.5	-1.1	-6.7[20 µM]	4.7	18.3	10.0	x	-3.5
20	CCc1nnc(NC(=O)c2ccc(COc3ccccc3)o2)s1	0.0	-12.3	1.2	-23.3[20 µM]	-2.2	0.4	0.0	x	2.3
21	COc1ccc(S(=O)(=O)Nc2ccc(NC(C)=O)cc2)cc1	-5.3	-8.0	-0.2	-11.6[20 µM]	-16.4	-3.3	-24.3	1.29	-2.3
22	COC(=O)C1=C(N)Oc2cc(C)n(CCCn3ccnc3)c(=O)c2C1c1ccc(Cl)cc1 (centres undefined)	-4.2	-14.2	-0.5	-26.8	-15.1	10.8	-31.1	2.21	-1.6
23	COc1ccc(O)c(C(=O)CC(=O)c2ccccc2C)c1	0.8	-0.7	-1.0	1.6	4.8	7.9	21.2	29*	-26.8
24	NC(=O)C(=O)N/N=C/c1cccc(C(F)(F)F)c1	-2.8	-0.3	1.3	-17.0	-1.5	6.6	-0.6	0.189	-7.4
25	Nc1ccccc1SSc1ccccc1N	-0.4	16.0	0.1	6.7	8.6	11.2	-4.0	2.67	15.4
26	CCOc1cc(C(=O)NC(=S)Nc2ccc(Cl)c(C(=O)O)c2)cc(OCC)c1OCC	7.7	-0.4	1.7	-25.6	-2.8	11.6	-10.2	-1.04	20.1
27	CCCCC(=O)Nc1nnc(-c2ccco2)o1	8.7	0.1	-0.2	-23.1	-265.1	4.9	-23.2	-0.662	6.4
28	CCc1nc(C)ccc1OCC(=O)N1CCc2c([nH]c3ccccc23)C1c1ccccn1 (centres undefined)	-0.3	-7.0	-0.3	-23.6	1.5	9.8	-35.2	-1.08	10.0
29	COc1ccc(NC(=O)c2ccc(-n3cncn3)c([N+](=O)[O-])c2)cc1	2.1	4.4	0.4	-24.7	1.7	11.5	-14.8	-0.121	-466.4
30	CC(C)CCNC(=O)c1ccc(OC2CCN(S(=O)(=O)N(C)C)CC2)cc1	-1.1	-4.9	-0.7	-17.3	-3.1	4.9	3.2	0.769	35.4
31	O=c1[nH]c(Cc2ccccc2Cl)nc2ccccc12	-2.0	-11.2	1.8	-20.7	2.4	3.7	0.9	0.599	22.1
32	Cc1cc(NC(=O)Cn2nc(C(F)(F)F)c3c2CCC3)no1	-13.7	-3.8	0.1	-13.2[20 µM]	-23.3	-15.3	16.9	x	-10.8
33	O=C(Nc1ccc(C(=O)N2CCOCC2)cc1)c1cc(-c2cccnc2)nc2ccc(Cl)cc12	3.1	1.9	1.1	-15.8	-17.2	-2.7	-30.6	-0.0624	-14.5
34	COc1cccc(CC2(CO)CCCN(Cc3c(C)cc(C)cc3-n3cccn3)C2)c1 (centres undefined)	0.1	-2.8	-0.4	-25.9	x	6.5	-15.0	-1.34	6.7
35	COc1ccc(CNC(=O)c2cc3c(=O)n4ccccc4nc3n(Cc3cccnc3)c2=N)cc1	5.1	2.8	-0.1	-16.6	-21.4	20.1	-141.2	x	1.8
36	O=C(CCl)N1CCN2C(=O)c3ccccc3C12c1ccc(Cl)cc1 (centres undefined)	-5.4	1.9	1.8	-28.0	-7.2	0.9	-0.3	-0.0599	-12.8
37	O=C(N/N=C/c1ccncc1)c1ccc(COc2cccc3cccnc23)cc1	12.7	1.3	-0.1	2.4	-2.9	4.0	-28.0	-2.72	-4.0
38	O=C(CCn1c(=O)[nH]c2ccccc2c1=O)N1CCN(c2cccc(C(F)(F)F)c2)CC1	3.9	4.9	0.7	-26.0	-22.3	8.8	-19.5	x	0.4
39	CCN(CC)c1ccc(/C=N/Nc2ccccc2)c(O)c1	-4.5	-2.2	2.4	-5.9[20 µM]	-4.8	6.7	12.3	0.682	-5.9
40	Cc1nnc(N/N=C/c2ccc(-c3ccccc3F)o2)n1N	0.3	-10.0	1.1	8.3	3.4	13.5	-29.9	-1.49	-32.6
41	COc1ccc(CNc2nc3c(c(=O)n(Cc4ccc(F)cc4)c(=O)n3C)n2C)cc1	-0.2	-5.8	1.2	-9.3	-8.9	11.3	80.3*	-0.253	1.1
42	CC(C)C(=O)N1CCC(CN=CC2=C(O)CC(C)(C)CC2=O)CC1	-1.9	-2.7	-0.5	-9.4[20 µM]	-5.9	1.2	-12.5	0	11.0
43	Cc1ccc(C(=O)SC2=NCCS2)cc1	20.0	13.4	0.8	-11.5[20 µM]	23.7	16.8	-20.2	0.107	-15.7
44	CCOCC(=O)OCC(=O)NC12CC3CC(CC(C3)C1)C2	-1.8	-4.1	2.1	-19.3	-0.6	6.6	-21.0	-0.778	-1.6
45	Cc1cc(N=Nc2ccc(Cl)cc2)cc(CN2CCOCC2)c1O	1.5	-3.8	0.1	3.0	-0.2	5.7	-14.2	x	12.0
46	COc1cccc(-c2cc(=O)c3cc(NC(=O)c4ccc(N(C)C)cc4)ccc3[nH]2)c1	0.6	-0.4	0.1	-6.3	-2.2	6.3	-2.5	-1.65	2.1
47	Cc1c(NC(=O)c2cnn3cccnc23)c(=O)n(-c2ccccc2)n1C	-9.4	-7.2	0.2	-18.3[20 µM]	-2.6	0.6	10.7	0.302	7.7
48	CC(C)(C)[C@@H]1C=C(C(=O)Nc2ccccc2)O[C@H](OCc2ccc(CO)cc2)C1	-1.2	-4.8	1.5	-12.3	-2.6	4.5	22.6	-2.95	-5.6
49	C=CCN(C(=O)CNS(=O)(=O)c1ccccc1)C(C(=O)NCCOC)c1ccncc1 (centres undefined)	1.3	-5.1	0.5	-7.6	-0.9	14.1	12.6	x	1.4
50	COc1ccc(OC)c(-n2cc3c(=O)n(C)c(=O)n(C)c3c2)c1	-5.7	-1.7	-0.9	-8.7	-11.8	10.1	-32.9	1.15	5.2

This is a subset; the hit share may differ from the screen's.
